Screening results (PubChem BioAssay)
GAA inh: alpha-glucosidase (human) inhibition | purified human GAA, 4-MU-alpha-glucoside fluorescence | Potency, µM (series often up to 76.9 µM), for the others: at the highest dose activity change, negative = inhibition, hits mostly inhibitors | 200,000 compounds, 0.005% hits | AID 1466 | P10253;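 note: potency is the fitted concentration of half-maximal effect; plate controls were uninhibited enzyme wells for no effect and no-enzyme background for full effect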
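qHTS format, compound range up to 77 uM. Human lysosomal enzyme at 4 nM, 400 uM 4-MU glucoside substrate, pH 5.0, 20 min room temperature; fluorescence after alkaline stop gives activity normalized to controls.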
CBFb RUNX1 block: blocks binding between human CBF-beta and RUNX1; Q01196+Q13951; AlphaScreen CBFb-His/RUNX1-biotin binding, biochemical; Potency, µM (highest dose often 59.8 µM), for inactives: at the top dose activity, negative = inhibition, actives largely listed as inhibitors; 230,000 tested, under 10 active; AID 1477; note: % of control where 0% means no effect
Target sequence (Q01196 whole entry, looked up): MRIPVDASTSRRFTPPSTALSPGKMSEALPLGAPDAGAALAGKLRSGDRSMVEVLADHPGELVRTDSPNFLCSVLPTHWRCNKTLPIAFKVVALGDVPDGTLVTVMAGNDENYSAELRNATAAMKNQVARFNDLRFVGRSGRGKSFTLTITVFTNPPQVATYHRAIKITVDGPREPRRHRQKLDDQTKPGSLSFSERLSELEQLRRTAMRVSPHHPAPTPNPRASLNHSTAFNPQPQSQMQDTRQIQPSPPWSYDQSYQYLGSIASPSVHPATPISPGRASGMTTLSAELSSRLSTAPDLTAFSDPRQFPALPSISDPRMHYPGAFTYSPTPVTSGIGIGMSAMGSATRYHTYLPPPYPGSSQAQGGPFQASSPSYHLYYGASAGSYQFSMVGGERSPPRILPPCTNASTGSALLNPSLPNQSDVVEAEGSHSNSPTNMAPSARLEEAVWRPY
Target sequence (Q13951 whole entry, looked up): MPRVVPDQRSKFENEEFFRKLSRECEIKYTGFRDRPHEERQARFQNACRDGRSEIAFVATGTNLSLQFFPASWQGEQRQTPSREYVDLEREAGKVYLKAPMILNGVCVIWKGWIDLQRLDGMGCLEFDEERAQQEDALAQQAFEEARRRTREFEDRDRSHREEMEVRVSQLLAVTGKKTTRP
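His-tagged CBF-beta and biotinylated RUNX1 (30 nM each) were premixed 20 min at room temperature, exposed to compound for 15 min, then given nickel-chelate and streptavidin AlphaScreen beads (50 ng each). After 90 min, AlphaScreen signal was read.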
HTT aggregate: inhibitors of mutant huntingtin aggregate formation in PC12 cells. PC12 HttQ103-GFP aggregates, Acumen cytometry, 40 h. Potency, µM (doses to about 46.1 µM), inactives show top-dose activity change, negative = inhibition, hits mostly inhibitors. 220,000 compounds, 1.1% hits; note: potency is the fitted concentration of half-maximal effect; % is set by controls: 0 for no effect and ±100 for the full control effect; nearly all actives have a fitted effect of over 60% in size
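Steps: seed 1500 PC12 HTTQ103-GFP cells/well; add tebufenozide, 100 nM final; add compound titration; add ATPLite reagent; quantify GFP aggregates by laser scanning cytometry.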
Lamin A splicing: modulators of lamin A splicing; AID 1487; Potency, µM (titrated, usually from 46.1 µM), without a hit: at the highest dose ratio change, negative = inhibition, hits mostly inhibitors; HeLa LMNA splicing GFP/RFP minigene ratio, 48 h; 200,000 compounds, 0.01% hits; active = well fitted inhibition curve with a large enough effect in the signal ratio, with a control signal flat, not every such curve was filed as active; inconclusive = small, poorly fitted or top-dose-only effect, or effect the other way, or a change in a side signal; the % refers to the signal ratio; note: potency is the fitted concentration of half-maximal effect; % is set by controls: 0 for no effect and ±100 for the full control effect
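S3 HeLa cells stably expressing lamin A-EGFP splicing minigene plus DsRed2, 600 cells/well, 48 h compound exposure at 37C. Laser-scanning cytometry; analysed as GFP (500-530 nm)/RFP (575-640 nm) total intensity ratio; 0.5% DMSO vehicle.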
aGlu spleen mod: inhibits or activates alpha-glucosidase in human spleen homogenate; human spleen homogenate, 4-MU-alpha-glucoside fluorescence; 240,000 compounds, 0.006% hits; AID 2112; Potency, µM (titrated, usually from 79.9 µM), for inactives: at the top dose activity change, negative = inhibition, hits mostly inhibitors; P10253;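 note: potency is the fitted concentration of half-maximal effect; 0% = enzyme with vehicle and -100% = no enzyme basal signal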
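AC50 values come from Hill-equation fits of concentration-response data, normalized to no-enzyme and full-activity controls. Enzyme source: 1 ug human spleen homogenate; 1 mM fluorogenic 4-MU glucoside, pH 5.0 citrate buffer, 37 C, 40 min.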
GAA glycogen mod: GAA glycogen-cleavage inhibition or activation. P10253. recombinant GAA, glycogen substrate, Amplex Red glucose oxidase fluorescence. Potency, µM (series often up to 76.4 µM), without a hit: at the highest dose activity change, negative = inhibition, hits mostly inhibitors. 300,000 compounds, 0.38% hits. AID 2100;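 note: potency is the fitted concentration of half-maximal effect; 0% = full enzyme reaction and -100% = no-enzyme basal signal; the screen sought inhibitors and activators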
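Recombinant human alpha-glucosidase (4 nM final) hydrolysed bovine liver glycogen (30 ug) for 40 min at 37 C in pH 5.0 citrate/phosphate with 0.01% Tween-20. Released glucose detected by glucose oxidase/Amplex Red, Ex 573/Em 610 nm. Compounds up to 77 uM; AC50 from Hill fits.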
HTT cytoprotect: cytoprotection in Huntington HTT-Q103 PC12 cell model; Potency, µM (series often up to 56.4 µM), without a hit: cytoprotection (ATP increase), hits mostly activators; 230,000 compounds, 0.14% hits; AID 1471; PC12 HTT-Q103 induced, cytoprotection, ATP luminescence, 40 h;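 note: potency is the fitted concentration of half-maximal effect; % of control where 0% means no effect; nearly all actives have a fitted effect of over 45% in size; toxic huntingtin expression switched on by the ecdysone agonist tebufenozide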
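Rat PC12, Q103 Htt exon1-GFP fusion, ecdysone promoter; tebufenozide inducer 100 nM final; compound titration; qHTS, 1500 cells/well; ATPlite luminescent read.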
* marks the source's active call; other numbers are inactive results; ? = inconclusive; nt = no result given; & = joins results of further samples; [ ] = another dose, or the depositor's remark. Unless noted, calls come from the whole dose curve; as a rule, active = well fitted curve in the direction sought with a large enough effect; inconclusive = small, poorly fitted or top-dose-only effect, or another doubt; inactive = no such curve, though single readings can be large; an effect the other way counts as inactive or inconclusive.

SMILES	GAA inh	CBFb RUNX1 block	HTT aggregate	Lamin A splicing	aGlu spleen mod	GAA glycogen mod	HTT cytoprotect
COc1cc(C2C(C(=O)c3cccs3)=C(O)C(=O)N2c2cc(C)on2)ccc1O (stereo not drawn)	?	-3%	-7%	4%	17%	-19%	-11%
COc1ccc(-n2c(-c3cc(-c4ccccc4)sc3N)n[nH]c2=S)cc1	nt	?	16%[9.22 µM]	nt	4%	?	19%[10 µM]
CC(C)(C)OC(=O)NCCc1nnc(SCc2ccccc2Cl)o1	-2%	7%	-27%	?	-8%	-3%	-2%
O=C(c1ccc(S(=O)(=O)N2CCC(c3nc4ccccc4s3)CC2)cc1)N1CCOCC1	-3%	2%	25%	9%	1%	2%	0%
COc1cccc(C(O)c2cnc(C(C)C)n2C)c1 (stereo not drawn)	nt	0%	12%[9.22 µM]	nt	-5%	2%	32%[10 µM]
CN1CCN(CC#CC2(O)CCCCC2)CC1	-9%	17%	-4%	-2%	2%	-5%	0%
Cc1oc2cc(O)ccc2c(=O)c1Oc1ccccc1Br	?	3%	-6%	?	10%	-4%	-3%
Cc1ccc(/C=N/n2c(C)nnc2C)s1	-4%	-3%	27%	8%	-4%	12%	7%
Cc1nc2ccccc2c2c1C(=O)N(c1cccc(C(=O)O)c1)C2=O	-10%	9%	16%	6%[46 µM]	-2%	-6%	-14%
O=C(Cn1cnc([N+](=O)[O-])n1)N/N=C/c1ccc(O)cc1O	?	1%	?	nt	6%	-20%	-109%[inhibitor]
Cc1cccc(N2CCN(c3nnc(C(F)(F)F)s3)CC2)c1	nt	12%	16%[9.22 µM]	nt	-8%	-3%	22%[10 µM]
Cc1cccc(-n2ccnc2CN2CCC(CO)(Cc3ccccc3)CC2)c1	nt	0%	-7%[9.22 µM]	nt	-6%	-1%	-28%[10 µM]
O=C(O)c1ccc(Cl)c(S(=O)(=O)NCc2cccnc2)c1	4%	7%	-10%	nt	0%	-1%	-44%
CCOC(=O)N1CCC(N2Cc3cccc(C(=O)NC(C)c4ccc5c(c4)OCCO5)c3C2=O)CC1 (stereo not drawn)	-7%	-4%	-29%	-1%	-6%	-14%	-12%
O=C(CN1C(=O)NC2(CCCCCCC2)C1=O)N1CCc2ccccc2C1	0%	1%	11%	?	-1%	2%	-6%
FC(F)(F)c1nc2cc3nc4ccccc4[nH]c3cc2n1	nt	-10%	26%[9.22 µM]	nt	4%	-3%	14%[10 µM]
CN(C)c1ccc(NC(=O)CSc2n[nH]c(-c3ccco3)n2)cc1	-3%	-19%	7%[9.22 µM]	?	0%	-28%	1%[10 µM]
O=C(OCc1cnc(Cl)s1)c1cccc(Cl)c1	5%	13%	-4%	26%	1%	3%	-9%
CC(/C=C/c1ccco1)=N\NC(=O)COc1ccc(C)c(C)c1	1%	5%	13%[9.22 µM]	nt	-11%	2%	-5%[10 µM]
COc1ccc2nc(N3CCCCC3)c(/C=C3\SC(=S)NC3=O)cc2c1	nt	-3%	8%[9.22 µM]	nt	-4%	1%	2%[10 µM]
CCCn1nc2cc(C(=O)NCc3ccc(C)cc3)ccc2c1OCC	10%	0%	18%	4%	1%	-1%	15%
COC(=O)C1=C(C(=O)OC)[C@@H]2Nc3ccccc3[C@@]23C[C@@H](C(=O)OC)N=C3N1	nt	-8%[13.1 µM]	2%[9.22 µM]	8%[9.22 µM]	-3%[17.4 µM]	4%	-2%&7%[10 µM]
COc1ccc(C=O)c(OC)c1	3%	9%	-1%	?	-21%	6%	-17%
O=C(C1CC1)N1CCC(c2nc(-c3ccc(S(=O)(=O)N4CCCC4)cc3)no2)CC1	-9%	3%	9%[9.22 µM]	-1%	4%	5%	9%
Cc1ccc(NC(=O)CC2SC3=NCCN3C2=O)cc1 (stereo not drawn)	-2%	3%	-9%	-2%	7%	2%	26%[1.9 µM]
O=C1CCCC2=C1C(c1ccc(Cl)cc1)n1c(s/c(=C\c3ccc4ccncc4c3)c1=O)=N2 (stereo not drawn)	-1%	-6%	-13%	-16%	-5%	18%	18%[10 µM]
COc1ccc(OC(=O)NCCc2ccccc2)cc1	nt	6%	4%[9.22 µM]	nt	-2%	?	-11%[10 µM]
CC(C)OC(=O)CN1CCN(C2c3ccccc3-c3ccccc32)CC1	-12%	-11%	10%	3%	-14%	-12%	-35%
Cc1ccccc1OCc1nc(-c2ccc(-n3cccc3)cc2)no1	-4%[15.4 µM]	6%	-16%	-2%	-2%	4%	-7%
CS(=O)(=O)c1ccc(C(=O)NC2CCOC2=O)cc1 (stereo not drawn)	-6%	0%	14%[9.22 µM]	-13%	1%	10%	-8%
COCCCN(C(=O)c1cc2c(s1)CCC2)c1c(N)n(Cc2ccccc2)c(=O)[nH]c1=O	-4%	-22%	-4%	nt	nt	1%	-8%
Nc1nn2cc(-c3ccc(Br)cc3)nc2c2ccccc12	nt	8%	0%[9.22 µM]	nt	16%	-12%	-56%[inhibitor][10 µM]
CCC(=O)NC(=S)Nc1ccc(NC(=O)c2ccc([N+](=O)[O-])cc2)cc1	-5%	3%	17%	?	-13%	4%	nt
N#CCCN(Cc1cccnc1)C(=S)NCc1ccco1	?	-6%	3%	nt	-6%	0%	-16%
CCN(CC)CCCn1c(=S)[nH]c2cc(Cl)ccc2c1=O	-1%	3%	-16%	6%	4%	-6%	7%[0.074 µM]
O=C(OCC(=O)N1CCN(C(=O)c2ccco2)CC1)c1cc(-c2ccccc2)nc2ccccc12	-12%	-2%	3%	-16%	-1%	-6%	-43%[inhibitor]
O=C(Nc1ccc(Br)cc1)N1CCCCC1	8%	-3%	0%	nt	-4%	12%	-5%
CCCCCCCCSc1nnc(CSc2nc3nc(C)cc(C)n3n2)o1	-8%	1%	22µM*	10%	0%	-2%	-40%[inhibitor]
CSc1nc(C)c(Cl)c(C)c1C#N	-5%	-4%	?	-1%	-1%	2%	8%
NC(=O)COC(=O)c1cc(-c2ccco2)nc2ccccc12	nt	-25%	-15%[9.22 µM]	nt	7%	1%	1%[10 µM]

Full records as entered above. Values in the order: GAA inh	CBFb RUNX1 block	HTT aggregate	Lamin A splicing	aGlu spleen mod	GAA glycogen mod	HTT cytoprotect
CCCn1nc2cc(C(=O)NCc3ccc(C)cc3)ccc2c1OCC across the screens: 10%	0%	18%	4%	1%	-1%	15%
COC(=O)C1=C(C(=O)OC)[C@@H]2Nc3ccccc3[C@@]23C[C@@H](C(=O)OC)N=C3N1 across the screens: nt	-8%[13.1 µM]	2%[9.22 µM]	8%[9.22 µM]	-3%[17.4 µM]	4%	-2%&7%[10 µM]
N#CCCN(Cc1cccnc1)C(=S)NCc1ccco1 across the screens: ?	-6%	3%	nt	-6%	0%	-16%

Continued.
SMILES	GAA inh	CBFb RUNX1 block	HTT aggregate	Lamin A splicing	aGlu spleen mod	GAA glycogen mod	HTT cytoprotect
O=C(Nc1ccccc1)N1CCC(=S)Nc2ccccc21	-6%	0%	19%	?	8%	6%	nt
Cc1c(/C(O)=C2\C(=O)C(=O)N(CCN(C)C)C2c2cccs2)cnn1-c1ccccc1 (stereo not drawn)	?	0%	19%	?	-10%	25%	-33%
O=C(Nn1nnnc1Nc1ccccc1)C12CC3CC(CC(C3)C1)C2	-5%	3%	-26%	-28%	-7%	-1%	13%
CCn1c(-c2sc(-c3ccccc3)nc2C)n[nH]c1=S	12%	-2%	22%	?	-2%	-16%	-8%[10 µM]
O=C(NCc1ccco1)c1ccc(Cn2c(=O)c3ccccc3n(Cc3ccc(Cl)cc3)c2=O)cc1	-8%	8%	7%	1%	-1%	3%	4%
Cc1ccc(C(=O)Nc2cccc(C(F)(F)F)c2)cc1Nc1cnccn1	nt	15%	-32%[9.22 µM]	nt	1%	-5%	-23%[10 µM]
O=C(Nc1cc(Cl)cc(Cl)c1)N1CCCC1	nt	10%	17%[9.22 µM]	nt	4%	2%	28%[10 µM]
Cc1ccc(S(=O)(=O)Oc2ccc(C3C4=C(CCCC4=O)N(CCC(=O)O)C4=C3C(=O)CCC4)cc2Cl)cc1	?	12%	24%	5%	23%	-7%	nt
NC(=S)N/N=C/c1ccc(/C=N/NC(N)=S)cc1	nt	0%	-12%[9.22 µM]	nt	-4%	-1%	0%[10 µM]
CN(C)C(=O)CS(=O)(=O)c1ccc(Cl)cc1	nt	4%	14%[9.22 µM]	nt	1%	-4%	8%[10 µM]
Cc1[nH]nc(-c2ccc(OCc3cnn(-c4ccccc4)c3)cc2O)c1Oc1ccccc1F	-3%	-8%	17%	?	2%	5%	8%
COC(=O)CC1NCCc2cc(OC)c(OC)cc21 (stereo not drawn)	-4%	-2%	9%	6%[46 µM]	8%	0%	2%[10 µM]
COc1ccc2c(c1)c(CC(=O)O)c(C)n2Cc1ccc(F)cc1	nt	19%	nt	?	10%	nt	4%[1.9 µM]
CCN(CC)S(=O)(=O)c1ccc(NC(=O)COC(=O)c2ccc(Br)o2)cc1	0%	2%	-2%	9%	-9%	-6%	-6%[10 µM]
CC1CCN(S(=O)(=O)c2ccc3[nH]cc(C(=O)NCCN4CCOCC4)c(=O)c3c2)CC1	?	0%	13%	-1%	-4%	-13%	6%
CCn1c(SCC(=O)NNC(=O)c2ccccc2)nnc1-c1ccco1	-14%	9%	5%	?	3%	2%	-15%
Fc1ccccc1/C=N/Nc1ncnc2nc[nH]c12	-5%	1%[2.36 µM]	28%	18%	-3%	3%	nt
Cc1ccc(Nc2c(-c3ccc(N4CCOCC4)cc3)nc3ncccn23)c(C)c1	3%	1%[2.36 µM]	22%	12%	4%	32µM*	nt
CC(C)(C)OC(=O)NCc1nc(N)n[nH]1	-4%	3%	-8%	-12%	2%	2%	6%[10 µM]
CCOc1ccc2ccccc2c1C(=O)N1CCOCC1	2%	0%	-9%	16%	1%	-7%	-7%[0.074 µM]
COc1ccccc1C(c1nnnn1CCc1ccccc1)N1CCCCCC1 (stereo not drawn)	-15%	2%	?	-7%	-15%	-10%	34%
COc1ccc2cc(C)c3nnc(SCC(=O)Nc4nc(-c5ccc(F)cc5)cs4)n3c2c1	3%	10%	9%	4%	4%	11%	-24%[10 µM]
CCOC(=O)C(/C=N/c1cc(C)nn1-c1ccccc1)=C(\C)O	-2%	-2%	-20%	24%	-2%	-2%	-7%
CSC(=S)N/N=C(\C)c1ccccc1	-3%	2%	-19%	?	5%	?	-3%[10 µM]
